FN deposition inh – fibronectin deposition inhibition; AH1F fibroblasts, Alexa488-fibronectin deposition fluorescence, overnight; 350,000 tested, 0.086% active; AID 743247; inhibition, % at 12.6 µM;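 active means mean inhibition across replicates of 30% or more, regardless of how many single replicates reach that level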;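 further: positive control wells lacked labelled fibronectin entirely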
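Assay system: AH1F fibroblast monolayer, labelled fibronectin deposition. Amount: 10000 cells per well. Also added: labelled fibronectin 24 nM. Compound: single-point pinned compound. Incubation: cell attachment 1 h, compound and FN exposure overnight. Detection: fluorescence after three HBSS washes, excitation 485 nm, emission 525 nm. Read-out: inhibition of fibronectin deposition signal.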
Cneo AK release – Cryptococcus neoformans lysis via adenylate kinase release | lysis activity, % at 15 µM | 360,000 tested, 0.2% active | AID 651654 | C. neoformans lysis, adenylate kinase release luminescence, 4 h; normalised: neutral wells 0, clomiphene wells 100;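 active means mean lysis activity across replicates of at least 80%, whatever share of replicates individually reach that level; inactive means mean lysis activity below 80%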
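Test system: log-phase Cryptococcus neoformans yeast cells. Input: 5 × 10^6 yeast cells/mL. Medium: fresh YPD growth medium. Doses: single dose. Incubation: static 4 h at 37 °C with compound, 1 h detection. Measured by: luminescent adenylate kinase detection reagent. Read-out: signal increase indicating cell lysis. Benchmarks: Clomiphene.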
PAX8 inh HTS – lowers PAX8-driven luciferase in RMG-I cells | RMG-I TPO-luciferase reporter, SteadyGlo, 24 h | inhibition, % at 12.6 µM | 360,000 tested, 1.2% active | AID 652154;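 active means mean replicate inhibition at least 60% with every replicate also reaching 60%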;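 further: luciferase light reporting Pax8 driven TPO promoter activity; plate controls were median of neutral control wells for no effect and mitoxantrone controls for full effect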
CASP6 VEID inh – blocks human caspase-6 cleavage activity | inhibition, % at 12.5 µM | purified caspase-6, Z-VEID-R110 cleavage fluorescence | 350,000 tested, 0.53% active;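 active means mean inhibition across replicates at least about 35%, with every replicate also reaching that limit, limit read from the data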;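 further: 0% = median of neutral control wells and 100% = no fluorescence left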
Target sequence (P55212 24-179 limits assumed): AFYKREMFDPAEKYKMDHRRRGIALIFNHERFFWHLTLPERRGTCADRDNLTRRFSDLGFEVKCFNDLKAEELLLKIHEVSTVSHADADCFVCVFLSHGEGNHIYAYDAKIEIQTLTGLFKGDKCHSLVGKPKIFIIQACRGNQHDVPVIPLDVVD
Target sequence (P55212 194-293 limits assumed): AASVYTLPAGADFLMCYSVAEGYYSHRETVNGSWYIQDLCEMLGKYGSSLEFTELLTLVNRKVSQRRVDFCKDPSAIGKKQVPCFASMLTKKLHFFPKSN
miR122 inh – inhibitors of miR-122 in Huh7 cells; Huh7 miR-122 Renilla luciferase sensor, 48 h; neutral wells = 0, positive control = 100; activation (reporter increase), % at 12.5 µM; 340,000 tested, 0.3% active;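 active means mean replicate activation score at least 90 and every replicate individually at or above 90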;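 further: higher luciferase means less miR-122 activity so hits act as miR-122 inhibitors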
LGR2 antag – blocks bursicon-induced cAMP signaling via Drosophila LGR2 | AID 720647 | 380,000 tested, 0.35% active | HEK293 LGR2, CRE-luciferase, bursicon-stimulated, 4 h | inhibition, % at 9.99 µM;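 active means drop in luminescence signal, shown as inhibition above about 50% in the replicate tests, limit read from the data, passing the limit was not always enough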;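 further: agonist challenge used bursicon conditioned medium at about half maximal strength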
EWS-Fli block – EWS/Fli transcriptional activity inhibition; inhibition, % at 12.6 µM; A673 NR0B1-luciferase reporter, viability-normalised; 350,000 tested, 0.67% active;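 active means mean inhibition of at least 50% after viability correction, with every replicate also passing that limit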;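 further: firefly luciferase signal divided by Alamar Blue viability fluorescence both relative to DMSO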
PGC1a acetyl inh – PGC1a acetylation modulation, inhibitor mode; U2OS PGC1a acetylation, AlphaScreen anti-acetyl-lysine; with virally co-expressed GCN5 acetyltransferase; inhibition, % at 15.6 µM; 350,000 tested, 0.17% active;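 active means every replicate shows inhibition of at least 40%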;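 further: 0% = neutral control wells and 100% = positive control wells; some results beyond the cut were filed as inactive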
Starred values were filed as active, the others as inactive; x = not tested or not shown; & = joins results of further samples; [ ] = another dose, or the depositor's remark. Outcome played no part in choosing rows, and some 2.5% of all compounds hit somewhere here.

structure | FN deposition inh | Cneo AK release | PAX8 inh HTS | CASP6 VEID inh | miR122 inh | LGR2 antag | EWS-Fli block | PGC1a acetyl inh
COc1cccc(C(O)c2nc(-c3ccc(F)c(Cl)c3)cs2)c1 (stereo unspecified) | -1.0 | 9.1 | -11.9 | -0.3 | -0.3 | -23.8 | 7.5 | -9.4
COc1ccccc1Cc1c(-c2cccc(Cl)c2)nc2c3ccccc3ccn12 | -0.7 | x | -3.3 | -0.6 | x | 5.2 | -1.1 | x
COc1ccc(NC(=O)c2oc3ccc(S(=O)(=O)N4CCC5(CC4)OCCO5)cc3c2C)cc1 | x | -6.8 | x | x | 5.2 | 7.3 | x | -10.7
CC1Cc2cc(S(=O)(=O)N3CCN(C)CC3)ccc2N1C(=O)C1CC1 (stereo unspecified) | 1.2 | 2.2 | -9.3 | -1.0 | -3.6 | -15.0 | 0.2 | -2.2
C[C@@]12C(=O)Nc3ccc(Cl)cc3C(=O)N1[C@H]1c3cc(Cl)ccc3OC[C@@H]1[C@@H]2c1ccccc1 | 3.1 | 0.4 | 9.5 | 5.4 | -8.7 | 19.6 | -4.4 | 12.6
O=C(CCCCn1ccc(=O)[nH]c1=O)Nc1ccc(C(=O)O)c(O)c1 | -8.0 | 11.9 | -5.8 | 8.7 | -4.4 | -1.5 | 1.3 | -5.2
COc1ccccc1NC(=O)Nc1cccc(NC(C)=O)c1 | -13.1 | -1.7 | -12.2 | 5.0 | 4.2 | 4.8 | -1.7 | -2.3
Cc1noc(C)c1S(=O)(=O)N(C)C[C@H]1Oc2ccc(NS(=O)(=O)c3ccccc3)cc2C(=O)N([C@H](C)CO)C[C@H]1C | x | -1.6 | -12.2 | x | -7.2[16.7 µM] | 0.0 | -9.6 | -13.4
CN(c1ccccc1)S(=O)(=O)c1cc(C(=O)OCC(N)=O)ccc1Cl | x | x | 7.2 | 0.9 | x | -3.9 | -2.0 | x
Cc1cc(C(=O)Nc2cccc3c2O[C@H](CN(C)C(=O)Nc2ccc(F)cc2)[C@@H](C)CN([C@H](C)CO)C3=O)n(C)n1 | x | 0.1 | -4.9 | -0.6 | 8.2[16.7 µM] | -1.7 | 4.8 | 1.2
CO[C@H]1CN(C)C(=O)c2cc(NS(C)(=O)=O)ccc2OC[C@H](C)N(C(=O)C2CCC2)C[C@@H]1C | -3.2 | 0.3 | x | 2.5 | -10.8[16.7 µM] | 2.6 | -5.8 | 3.5
COc1ccc(N=C2c3ccccc3-c3ccc([N+](=O)[O-])cc32)cc1 | -0.4 | x | 1.5 | -0.3 | 10.5 | -52.2 | 7.1 | x
CCn1c(SCc2ccc(C)cc2)nnc1-c1cnccn1 | 2.4 | -0.6 | x | x | -10.6 | x | x | 4.4
NC(=O)c1ncn([C@@H]2O[C@H](C(=O)O)[C@@H](O)[C@H]2O)n1 | -6.3 | x | -7.8 | 8.0 | x | -8.1 | -2.1 | x
O=C(Oc1cc(=O)oc2ccccc12)c1ccco1 | -10.4 | -1.1 | 0.8 | x | 0.4 | x | x | -0.5
CS(=O)(=O)N(CCC#N)Cc1ccc(/C=C2\C(=O)Nc3ccccc32)o1 | 6.4 | x | -8.8 | 2.6 | x | -10.3 | 1.3 | x
CC(C)(C)[S@@](=O)N1Cc2cc(C(=O)N3CCOCC3)nc(-c3cccc(-c4ccc(C#N)cc4)c3)c2[C@H]1CCO | 7.8 | 64.7 | -4.8 | -3.2 | x | -17.1 | -5.8 | 3.8
N#CC(c1nc2ccccc2nc1N1CCOCC1)S(=O)(=O)c1ccccc1 (stereo unspecified) | -2.5 | x | 1.2 | -0.9 | x | x | 12.1 | x
CS(=O)(=O)N1CCCCC1CCN1CCCCC1 (stereo unspecified) | -1.7 | -0.3 | 2.9 | -3.5 | -5.2 | 13.7 | 9.6 | x
CN(C)CC(=O)N1[C@H](CO)[C@H](c2ccccc2)C12CN(C(=O)C1CCCC1)C2 | x | x | 4.2 | 0.7 | x | 1.1 | 3.7 | 10.0
CO[C@H]1CN(C)C(=O)c2ccc(NS(C)(=O)=O)cc2OC[C@@H](C)N(Cc2nccs2)C[C@@H]1C | -7.9 | -2.2 | 11.0 | -0.9 | x | 3.4 | -6.0 | -3.2
O=C1c2[nH]c(=O)[nH]c(=O)c2CN1Cc1ccccc1 | 4.5 | 0.7 | -23.7 | x | -5.0 | -12.6 | -5.3 | 2.2
COc1ccc(NC(=O)N(C)C[C@H]2Oc3ccc(NC(=O)Cc4ccccc4)cc3C(=O)N([C@@H](C)CO)C[C@@H]2C)cc1 | -1.6 | 2.1 | 6.9 | 0.3 | -1.2[16.7 µM] | -2.4 | -3.1 | -6.3
COC1Cc2ccccc2N(C(N)=O)c2ccccc21 (stereo unspecified) | 4.2 | x | 9.1 | 1.7 | x | x | 7.3 | -2.3
Cc1cccc(N2CCN(C(=O)c3ccc(CS(=O)(=O)c4ccccc4C)o3)CC2C)c1 (stereo unspecified) | 0.2 | -6.9 | 60.0 | x | 25.2 | x | x | x
COc1ccc(S(=O)(=O)N2CCC(C(=O)NCc3ccncc3)CC2)cc1OC | -1.4 | 0.9 | -11.9 | -1.5 | x | 1.1 | -1.7 | x
C[C@H](CO)N1C[C@H](C)[C@@H](CN(C)Cc2ccc(-c3ccccc3)cc2)Oc2ccc(NS(C)(=O)=O)cc2CC1=O | x | -6.0 | 54.6 | 1.5 | 24.8[16.7 µM] | 24.0 | x | -9.1
CN(C)S(=O)(=O)c1cccc(C(=O)OCC(=O)Nc2sccc2C(N)=O)c1 | -12.2 | -0.2 | x | x | 1.2 | x | x | -4.0
CCN(CC)Cc1cc(C(=O)O)c(-c2ccccc2)o1 | -3.0 | x | -3.0 | 8.7 | 2.3 | -8.1 | 0.9 | 3.8
COc1ccc(C=C2c3ccccc3C(=O)c3ccccc32)c(OC)c1 | -6.4 | x | 59.5 | -1.3 | x | -0.1 | 51.7* | -18.2

The listing continues.
structure | FN deposition inh | Cneo AK release | PAX8 inh HTS | CASP6 VEID inh | miR122 inh | LGR2 antag | EWS-Fli block | PGC1a acetyl inh
CC(=O)c1ccc(OC(=O)COc2ccccc2)cc1 | 1.8 | -1.8 | 2.6 | -0.2 | 0.2 | -2.5 | 3.3 | -10.2
O=C(CSC1=NCCN1)NC(c1ccccc1)c1ccccc1 | -10.4 | x | 30.7 | 1.5 | 2.9 | 25.4 | 9.0 | -42.1
O=C(Nc1ccc(F)cc1)N1C[C@H]2[C@@H](c3ccccc31)[C@@H](CO)N2C(=O)Cc1cccnc1 | x | -9.4 | -28.7 | -1.6 | 10.9[16.7 µM] | -14.4 | -9.1 | 1.0
O=C(COC(=O)/C=C/c1ccccc1Cl)NC(=O)Cc1ccccc1 | -7.0 | -4.2 | -10.2 | 8.3 | -7.7 | 0.9 | 2.8 | -8.9
Cc1cc(C(=O)OCC(N)=O)c(C)n1-c1ccccc1 | x | 0.5 | -38.8 | x | x | -18.8 | -13.7 | 10.7
Cn1c(N)c(C(=O)COC(=O)c2cc(S(=O)(=O)N3CCCCC3)ccc2Cl)c(=O)n(C)c1=O | -3.4 | x | 0.8 | -1.4 | x | -11.8 | 14.7 | x
O=C(Nc1ccc(N2CCN(C(=O)c3cccs3)CC2)cc1)c1cccc(F)c1 | -1.4 | 15.8 | 28.2 | 0.6 | 4.8 | 0.0 | 12.2 | x
Cc1ccc(-c2nc(NCC3CCCO3)sc2C)cc1 (stereo unspecified) | -19.8 | x | -56.7 | -5.7 | x | -25.4 | -23.6 | -10.8
COc1ccc(S(=O)(=O)N2CCCCN3[C@H](CO)[C@H](c4ccc(C5=CCCC5)cc4)[C@@H]3C2)cc1 | x | -1.0 | 16.0 | x | -5.4[16.7 µM] | 7.5 | -4.9 | 0.3
O=C(CN1CCOCC1)NCC[C@H]1CC[C@H](NC(=O)c2ccc3c(c2)OCO3)[C@@H](CO)O1 | 10.2 | -4.1 | -11.9 | -0.4 | x | 8.1 | 2.8 | 10.6
CC(C)NC(=O)C1CC(=O)N(CCc2ccc(F)cc2)C1 (stereo unspecified) | 0.3 | 0.3 | 2.0 | -3.0 | -2.4 | -17.4 | 1.3 | x
COc1cccc(N2CN(C3CCCCC3)CNC2=S)c1 | -0.7 | 0.3 | -11.1 | 0.4 | 5.6 | 8.8 | 6.7 | -3.6
O=C(Nc1ccc(F)cc1)N[C@H]1CC[C@@H](CCn2cc(-c3ccccc3F)nn2)O[C@H]1CO | -3.5 | 0.6 | x | -1.7 | x | 1.2 | 17.1 | 6.0
O=C(COC(=O)CSc1ccc(Br)cc1)NCc1ccco1 | -9.9 | -1.6 | -1.2 | -47.0 | -12.4 | 0.6 | -2.2 | x
COc1ccc(NC(=O)c2ccco2)cc1NC(=O)c1cccc(OC(C)C)c1 | -5.4 | -6.4 | 3.9 | x | -4.8 | x | x | -1.7
C[C@H]1CN([C@@H](C)CO)C(=O)Cc2cc(NC(=O)Cc3cn(C)c4ccccc34)ccc2O[C@@H]1CN(C)Cc1ccc(C(=O)Nc2ccccc2N)cc1 | x | 47.2 | x | 1.3 | 2.8[16.7 µM] | -14.3 | 27.1 | 3.3
COC(Cn1cc(C)c(=O)[nH]c1=O)OC | -5.4 | 2.7 | -10.1 | 0.8 | -1.5 | 10.1 | 3.9 | 2.5
CO[C@H]1CN(C)C(=O)c2cc(NC(C)=O)ccc2OC[C@@H](C)N(CC2CCCCC2)C[C@H]1C | -2.0 | -4.6 | -15.9 | x | -8.8[16.7 µM] | 7.0 | -3.9 | -15.9
NC(=O)N1c2ccccc2CC(=O)c2ccccc21 | -5.1&-7.6 | 0.0 | 14.2 | 4.6 | -7.3 | -10.9 | -7.2 | -4.5
CC1CCCCC1NC(=O)CSc1ncnc2sccc12 (stereo unspecified) | -4.0 | 2.2 | 3.7 | -2.9 | -0.9 | 12.8 | -10.6 | 3.6
C[C@@H]1CN([C@H](C)CO)C(=O)Cc2cc(NC(=O)CCCCCC(=O)Nc3ccccc3N)ccc2O[C@H]1CN(C)C(=O)NC1CCCCC1 | -7.3 | 2.0 | x | -1.4 | 0.3[16.7 µM] | -4.7 | -8.3 | -3.0
N#CC(C(=O)OCc1ccccc1)c1nc2ccccc2nc1N1CCOCC1 (stereo unspecified) | 12.4 | 2.5 | 11.0 | x | -2.0 | x | x | -6.8
Cc1csc(OCC(=O)Nc2ccc(C)c(C)c2)n1 | x | -3.6 | x | x | -2.0 | 0.9 | x | 0.0
O=C(C[C@H]1CC[C@H](NS(=O)(=O)c2ccc(F)cc2)[C@@H](CO)O1)N1CCN(c2ccccc2)CC1 | -15.8 | 2.6 | 3.6 | -0.8 | x | 3.6 | -3.0 | 5.2
COc1ccc(NC(=O)Nc2cccc3c2O[C@@H](CN(C)CC2CCCCC2)[C@@H](C)CN([C@H](C)CO)C3=O)cc1 | -7.8 | -3.1&-0.4 | 13.3 | 4.9&1.4 | 36.7[16.7 µM] | -4.0&20.5 | 12.1&19.7 | -13.7

Part of the list above, showing only LGR2 antag, FN deposition inh and PGC1a acetyl inh.
Structure	LGR2 antag	FN deposition inh	PGC1a acetyl inh
O=C(COC(=O)/C=C/c1ccccc1Cl)NC(=O)Cc1ccccc1	0.9	-7.0	-8.9
Cc1cc(C(=O)OCC(N)=O)c(C)n1-c1ccccc1	-18.8	x	10.7

Screens deposited in PubChem by Broad Institute.
